Pf Dd2 inh – inhibitors of Plasmodium falciparum Dd2 growth; AID 1347417; P. falciparum Dd2 growth, SYBR Green, 72 h; 4.3% of 120,000 active; Potency, µM (doses to about 28.9 µM), for inactives: at the highest dose activity, negative = inhibition, most hits filed as inhibitors; active = well fitted inhibition curve with a large enough effect; inconclusive = small, poorly fitted or top-dose-only effect; inactive = no such curve, though single readings can be large or run the other way;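 note: plate controls were DMSO vehicle for no effect and reference drug for full effect; nearly all actives have a fitted effect of over 65% in size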
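Readout: SYBR Green fluorescence, 485 nm excitation, 535 nm emission, after ~16 h lysis at 37C. Before that, Dd2-infected red cells (2.5% hematocrit) grew 72 h with compound, 29 uM top final concentration.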
Starred values were filed as active, the others as inactive; i = inactive; ? = inconclusive; & = joins results of further samples; [ ] = dose if it differs, or a comment. Potency is the fitted concentration of half-maximal effect.

# | Compound | Pf Dd2 inh
1 | Cc1ccnn1CC(=O)NCc1cccnc1Oc1cccc(C(F)(F)F)c1 | -12%
2 | Cc1cc(CNC(=O)[C@@H]2CCC[C@@H](NCc3cccnc3)CN(C)C(=O)C2)no1 | -21%[44.1 µM]
3 | COc1ccc2c(c1)Cc1sc(NC(=O)c3ccccc3Br)nc1-2 | -8%
4 | COc1ccccc1NC(=O)c1cc(S(=O)(=O)N2CCN(c3ccccc3Cl)CC2)ccc1F | 0%
5 | CCC(C)NC(=O)C(NC(=O)c1ccc(OC)cc1)C1CCN(C(=O)c2ccccc2C)CC1 (stereo not drawn) | ?
6 | COc1ccc(NC(=O)c2c(C)oc3ccc(O)c(CN4CCCCCC4)c23)cc1Cl | 0.35µM*
7 | CCn1c(SCC(=O)Nc2ccc(C)c(C)c2)nnc1-c1nonc1NC(C)=O | 10%
8 | CC(C)c1ccc(S(=O)(=O)c2nnn3c2nc(N2CCCC2)c2sccc23)cc1 | 0%
9 | Cc1noc([C@@H]2CN(C(=O)c3cn[nH]c3)C[C@H]2C(N)=O)n1 | i
10 | COc1ccc(C2(C(=O)N3CCCC(c4nc(-c5ccccc5)no4)CCNC(=O)CC3)CC2)cc1 (stereo not drawn) | 7.9µM*
11 | CCOc1cc(=O)n2c(c1C(=O)Nc1ccc(C)cc1F)CCCC2 | 53%[activator]
12 | COc1ccc(OC)c(/C=C(\C#N)c2nc(-c3ccc(F)cc3)cs2)c1 | ?
13 | COc1ccccc1NC(=O)c1cc2c(=O)oc3ccc(C)cc3c2s1 | 2%
14 | COc1ccccc1CNC(=O)[C@@H]1Cc2cn(C)c3cccc(c23)[C@H](CC(C)C)N1 | -13%[44.1 µM]
15 | CS(=O)(=O)N1Cc2ccccc2CC2(CCCCN2Cc2cccnc2)C1 (stereo not drawn) | ?
16 | O=C(c1ccc(Oc2ccccc2)cc1)N1CCc2c(n(Cc3cccnc3)n(-c3ccccc3)c2=O)C1 | ?
17 | COc1ccccc1-c1ccc(C(=O)N2C[C@@H](N(C)C)[C@H](C(C)C)C2)cc1 | -25%
18 | CCc1nc(-c2c(-c3ccccc3)ncn2CCc2ccncc2)c(C)[nH]1 | ?
19 | COCCNC(=O)C[C@@H]1C[C@H]2O[C@H](CNC(=O)NCCOC)[C@@H](O)[C@H]2O1 | 23%[44.1 µM]
20 | O=C(Nc1cccc(Cl)c1)N[C@H]1C[C@H]2C(=O)NC[C@@H](CCC(=O)N3CCC(O)CC3)N2C1 | -8%

A stretch from further up:
# | Compound | Pf Dd2 inh
19 | COCCNC(=O)C[C@@H]1C[C@H]2O[C@H](CNC(=O)NCCOC)[C@@H](O)[C@H]2O1 | 23%[44.1 µM]
20 | O=C(Nc1cccc(Cl)c1)N[C@H]1C[C@H]2C(=O)NC[C@@H](CCC(=O)N3CCC(O)CC3)N2C1 | -8%

Further entries
# | Compound | Pf Dd2 inh
21 | COc1ccc(C(=O)N2CCC3(C2)C(=NC2CCCCC2)NC(=O)N3c2cccc(OC)c2)cc1 (stereo not drawn) | 32%[activator]
22 | COCCCNc1nc2c(S(=O)(=O)c3ccccc3)nnn2c2ccccc12 | 1%
23 | CCN(CC)CCNC(=O)c1cn(CC)c2ccc(S(=O)(=O)N(C)C3CCCCC3)cc2c1=O | i
24 | CC(=O)N1C[C@@H]2CCCN3CCC[C@@H]([C@H]23)[C@H]1CCCC(=O)N1CCC(C)CC1 | i
25 | Cc1c(Cl)cccc1-n1nnc(-c2nc(-c3ccc4c(c3)OCO4)no2)c1C | -16%
26 | CN(C)C[C@@H]1CN(C)C[C@H]1NC(=O)c1ccc(F)c(F)c1 | 31%[activator]
27 | CCC(C)n1c(C(C)NC(=O)OCc2ccccc2)nc2cccnc21 (stereo not drawn) | i
28 | CSc1ncccc1C(=O)N1C[C@@H](CN2CCCCC2)[C@@H](CO)C1 | 3%
29 | O=C1CO[C@H]2CN(Cc3cccnc3)C[C@H]2N1 | -20%[44.1 µM]
30 | COc1ccc(-c2noc([C@@H]3CCCN3C(=O)c3ccc(F)cc3)n2)cc1OC | i
31 | CN1CCC2(CCC1=O)CN(CCCCOc1ccccc1)CCN2C (stereo not drawn) | ?
32 | Cc1cccc2c(C3CCN(C(=O)c4c(Cl)cc(Cl)cc4Cl)CC3)c[nH]c12 | -17%
33 | COc1ccc(CNC(=O)C(CC(C)C)N2Cc3ccccc3C2=O)cc1 (stereo not drawn) | i
34 | Cc1cc(NC(=O)c2ccc3c(c2)OCCN(CCC(F)(F)F)C3)ccc1F | -17%[44.1 µM]
35 | Cc1cc(Cl)ccc1-n1nc(C)c([C@@H]2C=C[C@@H](NC(=O)c3ccc(N(C)C)cc3)C2)c1C | 10µM*
36 | Cc1nnc(NC(=O)C(=O)c2cc(C)n(-c3ccc(C)c(C)c3)c2C)s1 | i
37 | Cc1cccc(N2CCN(c3ccc(C(=O)O)cc3NC(=O)c3cccc(Cl)c3)CC2C)c1 (stereo not drawn) | i
38 | CC(C)c1ccc(CN2CCC3(CC2)OCCN(c2ccc(F)cc2)C3=O)cc1 | i
39 | COc1cccc(CNC(=O)c2sc3nc(C)cc(C)c3c2-n2cccc2)c1OC | 11%
40 | O=C(Nc1ccccc1)Nc1ccc(=O)n2c1[C@@H]1C[C@@H](CN(C(=O)COc3ccccc3)C1)C2 | ?

Reformatted field by field: part of the list above
#29 O=C1CO[C@H]2CN(Cc3cccnc3)C[C@H]2N1
  Pf Dd2 inh = -20%[44.1 µM]
#26 CN(C)C[C@@H]1CN(C)C[C@H]1NC(=O)c1ccc(F)c(F)c1
  Pf Dd2 inh = 31%[activator]
#24 CC(=O)N1C[C@@H]2CCCN3CCC[C@@H]([C@H]23)[C@H]1CCCC(=O)N1CCC(C)CC1
  Pf Dd2 inh = i
#34 Cc1cc(NC(=O)c2ccc3c(c2)OCCN(CCC(F)(F)F)C3)ccc1F
  Pf Dd2 inh = -17%[44.1 µM]

Later entries:
# | Compound | Pf Dd2 inh
41 | CC1=C[C@@H](CO)[C@H](C(C)C)C[C@H]1CC(=O)NCc1ccc(C#N)cc1 | -20%[44.1 µM]
42 | Cc1nc(C2CCN(C(=O)[C@H]3CNC[C@@H](C(=O)N4CCOCC4)C3)CC2)n[nH]1 | -5%
43 | COC(=O)c1ccc(Cl)cc1NC(=O)Nc1nnc(N(C)C2CCCCC2)s1 | -20%
44 | Cc1nn(-c2ccccc2)c(C)c1[C@@H]1C=C[C@@H](NC(=O)c2ccco2)C1 | 10µM*
45 | COCCN1C(=O)c2ccccc2C(C(=O)Nc2ccccc2O)C12CCCCC2 (stereo not drawn) | ?
46 | N#Cc1ccc(C(=O)Nc2cccc(-c3nnc4n3CCCC4)c2)cc1 | 1.3µM*
47 | O=c1c2ccccc2nc(/C=C\c2ccccc2F)n1-c1ccc(O)cc1 | i
48 | O=C(NCc1cccnc1)[C@@H]1C[C@@H](c2ccc(F)cc2)N(CCOc2ccccc2)C1 | 8.9µM*
49 | COc1ccc(NC(=O)Cn2c(C)cc3nc4n(c(=O)c32)CCCCC4)cc1 | i
50 | CCCc1ccc(S(=O)(=O)N(C)CC2CCOCC2)cc1 | i
51 | C[C@@]12CO[C@@H](CNC(=O)C3CCCC3)O[C@@H]1CC[C@]1(C)[C@@H]2CC[C@@H](O)[C@H]1CC(=O)NCc1ccccc1 | i
52 | CC(C)NC(=O)C(c1ccccc1)N1Cc2ccccc2C1=O (stereo not drawn) | 13%
53 | COC(=O)CN(C)Cc1cn(-c2ccc(C)cc2)nc1-c1cccc(C)c1 | -12%
54 | Cc1ccc(CNC(=O)NCC23CCC=C2N(C)C(=O)CC3)cc1 (stereo not drawn) | -2%
55 | O=c1[nH]c(C2CCN(CC3CCCC3)CC2)nc2ccc(F)cc12 | -6%&-8%
56 | COCCNC(=O)[C@@H](C)C1CC[C@@]2(C)CC[C@H](NC(=O)COc3ccccc3)[C@@H](C)[C@@H]2[C@H]1O (stereo partly drawn) | -8%
57 | COCC1(C(=O)N2CCc3c(c(C(=O)O)nn3CC3CC3)C2)CCC1 | 19%
58 | COc1ccc(C2Cn3cnc(C(=O)N4CCC(C(=O)Nc5ccc(F)c(C)c5)CC4)c3CO2)cc1 (stereo not drawn) | ?
59 | Cn1c(=O)c2c(nc(SCC(=O)Nc3ccc(OC(F)(F)F)cc3)n2Cc2cccc(C(F)(F)F)c2)n(C)c1=O | 11µM*
60 | Cc1ccc2c(C)c(C(=O)NCC(c3ccc(Cl)cc3)N3CCOCC3)oc2c1 (stereo not drawn) | -20%

Additional results
# | Compound | Pf Dd2 inh
61 | COc1ccc(C(=O)Nc2cc3c(cc2N2CCCC2)n(C)c(=O)c(=O)n3C)cc1OC | -14%
62 | COCCNC(=O)C1c2ccccc2C(=O)N(Cc2ccco2)C12CCCCC2 (stereo not drawn) | -12%
63 | COc1ccc(CCC(=O)Nc2ccc(-c3nnc4n3CCCC4)cc2)cc1 | -6%
64 | O=C(Cn1c(=O)oc2ccccc21)N1CCC(c2noc(-c3ccncc3)n2)C1 (stereo not drawn) | -15%[5.79 µM]
65 | COCCN1C(=O)c2ccccc2C(C(=O)Nc2nnc(C(C)C)s2)C12CCCCC2 (stereo not drawn) | 11µM*
66 | O=C(CN1C(=O)CSc2ccc(S(=O)(=O)N3CCCC3)cc21)NCc1ccc(Cl)cc1 | -12%
67 | O=C(N[C@H]1CCCNC1=O)C1=C[C@@H](NC(=O)c2cccnc2)[C@@H](O)[C@H](O)C1 | 14%[44.1 µM]
68 | Cc1ccc(S(=O)(=O)N2CC[C@H](c3nc4ccccc4[nH]3)C2)cc1 | ?
69 | CC(C)NC(=O)c1nn(C)c2c1CS(=O)(=O)c1ccccc1-2 | 1%
70 | Cc1cc(NC(=O)CN2C(=O)NC(c3ccc(Cl)cc3)C3=C2COC3=O)ccc1Br (stereo not drawn) | -1%
71 | COc1ccc(CN2C(=O)[C@@H]3C[C@@H](O)CN3C3(CN(C)C3)C2=O)cc1 | i
72 | O=C(CN1C(=O)c2cccnc2Sc2ccccc21)Nc1cc(F)ccc1F | ?
73 | C=CCNC(=O)N[C@H]1CCN(C(=O)CSC)[C@@H]1C(=O)N[C@H](Cc1c[nH]c2ccccc12)C(N)=O | 34%
74 | NCCn1cc(C(=O)N2CCC[C@H]2c2nc(-c3ccccn3)no2)nn1 | -15%
75 | COc1ccc2nc(NC(=O)c3nc(SCc4ccc(F)cc4)ncc3Cl)sc2c1 | 23%
76 | CCOc1cccc2sc(N(Cc3cccnc3)C(C)=O)nc12 | ?
77 | CC1=C(c2ccc(C(C)C)cc2)S(=O)(=O)N=C1N1CCN(c2ccc(F)cc2)CC1 | 51%[activator]
78 | CCc1cccc(NC(=O)CN2C(=O)CCc3cc(S(=O)(=O)N4CCOCC4)ccc32)c1 | 19%
79 | Cc1cc(=O)n(CC(=O)Nc2ccc(C)c(C)c2)c(N2CCN(c3ccccc3)CC2)n1 | ?
80 | CCNC(=O)c1cccnc1OC1CCN(C(=O)c2ccc(C)c(C)c2)C1 (stereo not drawn) | -22%

Two entries drawn at random from those above, as already listed:
# | Compound | Pf Dd2 inh
78 | CCc1cccc(NC(=O)CN2C(=O)CCc3cc(S(=O)(=O)N4CCOCC4)ccc32)c1 | 19%
64 | O=C(Cn1c(=O)oc2ccccc21)N1CCC(c2noc(-c3ccncc3)n2)C1 (stereo not drawn) | -15%[5.79 µM]

(further entries)
# | Compound | Pf Dd2 inh
81 | COCCOCC(=O)N1CCC(N2C(=O)C(OCC3CC3)C23CCOCC3)CC1 (stereo not drawn) | 2%
82 | CNC(=O)[C@@H]1CN(C(=O)c2ccc3ccccc3n2)C[C@H]1COC | 0%
83 | O=C(OCc1ccccc1)c1ccc(-c2nnn(Cc3ccccc3F)n2)cc1 | -1%
84 | COCCNc1ncccc1-c1noc([C@@H]2CCCN2CC(C)(C)C)n1 | -17%[44.1 µM]
85 | Cc1ccc(CNC(=O)CSc2nc3c(sc4ccccc43)c(=O)n2CCCC(=O)NCCO)cc1 | -1%
86 | COc1ccc(C(=O)N2CCCN(C)c3ccccc32)c(C)c1 | i
87 | COCCN1CCN(C(=O)[C@@H]2Cc3cn(C)c4cccc(c34)[C@H](CC(C)C)N2)CC1 | -24%[44.1 µM]
88 | CCC(C)NC(=O)C(NC(=O)c1ccc(OC)cc1)C1CCN(C(=O)CC(C)C)CC1 (stereo not drawn) | i
89 | O=C(NCc1ccc2c(c1)OCO2)[C@@H]1C[C@H](c2ccc(F)cc2)N([S+](=O)([O-])C2CC2)C1 | 9%
90 | O=C(Cc1cccs1)Nc1ccc(-c2nnc3n2CCCC3)cc1 | ?
91 | Cc1cc(Cl)ccc1S(=O)(=O)N1CCN(C2CCN(CCC(C)C)C2=O)CC1 (stereo not drawn) | -28%
92 | Cc1ccc(C(=O)NCc2nnc3c(-c4nc(C5CC5)no4)cccn23)cc1F | -18%
93 | COc1ccc2[nH]cc(CCNC(=O)C3Cn4cccc4C(=O)N3CC(C)C)c2c1 (stereo not drawn) | i
94 | Cc1cc(F)ccc1NC(=O)C1CCCN(c2nnc(-n3c(C)ccc3C)s2)C1 (stereo not drawn) | -24%
95 | C#CCSc1nc(-c2ccccc2)cc(-c2ccccc2)c1C#N | 6%[0.594 µM]
96 | COCCNC(=O)[C@@H]1C[C@@H](O)CN1C1CCN(C(=O)C2CCCCC2)CC1 | -19%
97 | COc1ccc(N2CC(C(=O)N3CCC(C(=O)NCc4ccc5c(c4)OCO5)C3)NC2=O)cc1 (stereo not drawn) | 11%&-9%
98 | Cc1ncc2c(c1CNC(=O)c1cccc(OC(F)F)c1)CCNC2 | -12%
99 | COc1cccc(C(=O)Nc2ccc(NC(=O)c3ccc(C(C)(C)C)cc3)cc2)c1 | i
100 | O=C(NCc1nc(-c2cccc(F)c2)c(-c2ccccn2)[nH]1)[C@@H]1CCCN1 | ?
101 | Cc1ccc(C(=O)NCc2nnc3cc(-c4nc(C5CC5)no4)ccn23)cc1 | 19%
102 | Cc1ccc(-c2onc(C)c2C)cc1S(=O)(=O)N1CCN(c2ccccc2F)CC1 | 14%

Some of the compounds tested; the hit share may differ from the screen's.
